BioA inh – blocks M. tuberculosis BioA enzyme activity. purified M. tuberculosis BioA enzyme, plate reader. 360,000 compounds, 0.096% hits. inhibition, % at 9.99 µM; in the data active = inhibition above about 40%
CCHFV vOTU inh – blocks the CCHF virus ovarian tumor domain protease | CCHFV vOTU protease, Pep-AMC fluorescence | inhibition, % at 11.5 µM | 370,000 compounds, 0.55% hits; in the data active = inhibition above about 30%; also: 0% = vehicle wells with enzyme and 100% = no enzyme wells
Rv3671c protease – Rv3671c (M. tuberculosis) protease inhibition; P9WHR9; inhibition, % at 5.96 µM; 320,000 compounds, 0.048% hits; AID 2606; in the data active = inhibition above about 38%;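 also: extracellular domain of Rv3671c used as enzyme; 0% = enzyme with DMSO and 100% = no enzyme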
Target sequence (P9WHR9 whole entry, looked up, the tested form may be a part): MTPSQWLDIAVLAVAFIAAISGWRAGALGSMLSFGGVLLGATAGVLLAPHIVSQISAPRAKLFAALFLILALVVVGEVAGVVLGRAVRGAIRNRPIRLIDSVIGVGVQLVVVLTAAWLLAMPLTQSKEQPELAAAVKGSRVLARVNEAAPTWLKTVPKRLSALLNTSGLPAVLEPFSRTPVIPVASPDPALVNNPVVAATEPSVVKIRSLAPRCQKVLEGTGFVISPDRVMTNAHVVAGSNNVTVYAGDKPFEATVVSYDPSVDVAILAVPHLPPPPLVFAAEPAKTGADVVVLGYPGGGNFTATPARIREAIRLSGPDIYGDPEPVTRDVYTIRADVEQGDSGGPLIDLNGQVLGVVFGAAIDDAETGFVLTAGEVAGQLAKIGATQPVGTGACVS
VHR inh abs – blocks human VHR1 dual specificity phosphatase; P51452; recombinant VHR phosphatase, pNPP absorbance; inhibition, % at 13.3 µM; 290,000 compounds, 0.52% hits; AID 1654; in the data active = inhibition above about 50%; also: some compounds called inactive have numbers as strong as hits
Target sequence (P51452 whole entry, looked up): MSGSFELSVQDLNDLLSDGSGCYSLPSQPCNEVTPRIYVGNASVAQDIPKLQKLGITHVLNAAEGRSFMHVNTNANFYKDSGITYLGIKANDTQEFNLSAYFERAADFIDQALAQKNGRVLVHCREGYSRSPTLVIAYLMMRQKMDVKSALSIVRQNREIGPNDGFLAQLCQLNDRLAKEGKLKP
The depositor's hits bear a star; / = no result given. The list is partial (hit frequency here may not be typical).

SMILES,Rv3671c protease,BioA inh,CCHFV vOTU inh,VHR inh abs
CO[C@@H]1CN(C)C(=O)c2cc(NC(=O)C3CC3)ccc2OC[C@H](C)N(CC2CCCC2)C[C@H]1C,/,3.7,/,/
C[C@@H]1CCCCO[C@H](CN(C)Cc2ccc(Cl)c(Cl)c2)[C@@H](C)CN([C@H](C)CO)C(=O)c2cc(NC(=O)NC3CCCCC3)ccc2O1,/,-0.5,/,/
CO[C@@H]1CN(C)C(=O)c2cc(NC(C)=O)ccc2OC[C@@H](C)N(C(=O)c2ccccn2)C[C@@H]1C,/,-4.0,/,/
C[C@@H]1CCCCO[C@H](CN(C)Cc2ccc(C(=O)O)cc2)[C@@H](C)CN([C@H](C)CO)C(=O)c2cc(NC(=O)NC3CCCCC3)ccc2O1,/,0.0,/,/
C[C@H](CO)N1C[C@H](C)[C@@H](CN(C)Cc2ccc(Cl)c(Cl)c2)Oc2ccc(NC(=O)C3CCCCC3)cc2CC1=O,/,-0.4,/,/
CNC[C@H]1Oc2c(NC(=O)Nc3ccc(OC)cc3)cccc2C(=O)N([C@H](C)CO)C[C@H]1C,/,1.6,/,/
CCCN1C[C@H](C)[C@@H](OC)CN(C)C(=O)c2ccc(NC(=O)Nc3cccc(F)c3)cc2OC[C@H]1C,/,13,/,/
COCC(=O)Nc1ccc2c(c1)[C@H]1C[C@@H](CC(=O)N(C)C)O[C@H](CO)[C@H]1O2,/,-0.5,/,/
Cc1ccc(S(=O)(=O)NCC[C@@H]2CC[C@H](NC(=O)NC(C)C)[C@@H](CO)O2)cc1,/,-3.2,/,/
C[C@@H]1CCCCO[C@@H](CN(C)C(=O)CCC(F)(F)F)[C@@H](C)CN([C@H](C)CO)C(=O)c2cc(NC(=O)c3ccncc3)ccc2O1,/,0.5,/,/
COc1ccc(CNC(=O)C[C@H]2C=C[C@H](NS(=O)(=O)c3cccc(OC)c3)[C@@H](CO)O2)cc1,/,-2.1,/,/
COc1ccc(NC(=O)Nc2ccc3c(c2)C(=O)N([C@H](C)CO)C[C@@H](C)[C@@H](CN(C)S(=O)(=O)c2ccc(F)cc2)OCCCC[C@@H](C)O3)cc1,/,-1.5,/,/
C[C@@H]1CN([C@H](C)CO)C(=O)c2c(c3ccccc3n2C)-c2ccccc2CO[C@H]1CN(C)S(=O)(=O)c1ccc(C#N)cc1,/,-0.8,/,/
COc1ccccc1-c1ccc2c(c1)O[C@@H](CN(C)C(=O)Nc1cccc(F)c1)[C@H](C)CN([C@@H](C)CO)S2(=O)=O,/,2.7,/,/
C[C@H](CO)N1C[C@H](C)[C@@H](CN(C)Cc2ccc(C(F)(F)F)cc2)Oc2c(NC(=O)c3ccncc3)cccc2C1=O,/,4.4,/,/
COc1ccc(NC(=O)N(C)C[C@H]2Oc3ccc(N(C)C)cc3C(=O)N([C@@H](C)CO)C[C@@H]2C)cc1,/,-3.0,/,/
CCC(=O)N(C)C[C@@H]1Oc2cc(-c3ccc(C#N)cc3)ccc2S(=O)(=O)N([C@H](C)CO)C[C@@H]1C,/,-1.7,/,/
COCC(=O)N(C)C[C@@H]1Oc2ncc(C#Cc3ccc(OC)cc3)cc2C(=O)N([C@H](C)CO)C[C@@H]1C,/,-2.1,/,/
CCCCCC#CCC#CCC#CCC#CCCCC(=O)O,12,2.0,/,90
COc1cc2c(c(OC)c1OC)C1(CCCCC1)CC2NC(=O)c1ccncc1 (configuration not stated),/,/,6,/
Cc1cc(N2CCCN(C)CC2)n2nc(C)nc2n1,/,/,2,/
O=C1[C@@H]2CSCCS(=O)(=O)N2C(=O)N1C1CCCCC1,/,/,-4,/
O=S(=O)(CS(=O)(=O)c1ccccc1Br)c1ccccc1Br,/,/,2,/
COP(=O)(C(=O)Nc1ccccc1)C(CC(C)C)NC(=O)OCc1ccccc1 (configuration not stated),/,/,12,/
COC(=O)[C@H](C(C)C)N(CCCc1cn(Cc2ccccc2)nn1)S(=O)(=O)c1ccccc1Br,/,/,9,/
COC(=O)C1=C(C)N(C)C(=NCC2CC2)NC1c1ccc(F)cc1 (configuration not stated),/,/,-9,/
COC(=O)[C@]12CCCCC=C1N(Cc1ccc3c(c1)OCO3)C(=O)[C@H](CC(=O)NCc1ccc(OC)c(OC)c1)C2,/,/,9,/
C[C@H](O)[C@@H]1C(=O)N2CCc3c([nH]c4c(-c5ccc6c(c5)OCO6)cccc34)[C@@H]2C[C@@H]1N(C)C(=O)c1ccco1,/,/,-5,/
Cc1ccc2oc(=O)c3cnn(CC(=O)N4CCN(c5cccc(C(F)(F)F)c5)CC4)c3c2c1,/,/,1,/
COc1cccc(C(=O)NCCNc2nc3cc(C)cc(C)c3cc2C#N)c1,/,/,-12,/
O=C(c1ccccc1)N1CC[C@H]2[C@H](CCCN2Cc2ccccc2)C1,/,/,1,/
Cn1c(=O)c2c(nc(NCCCN3CCOCC3)n2Cc2ccc(Cl)c(Cl)c2)n(C)c1=O,/,/,-17,/
COC(=O)C1=C(C)N(Cc2cccc(C(F)(F)F)c2)C(=NCc2ccccc2)NC1c1ccccc1C(F)(F)F (configuration not stated),/,/,11,/
COc1ccccc1CCn1cnc(-c2ccccc2OC)c1CC(C)C,/,/,25,/
O=C(NCC(F)(F)F)C1C(=O)Nc2ccccc2C(=O)N1Cc1ccccc1 (configuration not stated),/,/,8,/
CCCCCCCCN1C(=O)[C@@H](CC(=O)N2CCOCC2)C[C@@]2(C(=O)OC)C1=C[C@H](C(C)(C)C)O[C@@H]2C,/,/,31*,/
CCCCCCCCCc1conc1C(=O)CP(=O)(OC)OC,/,/,19,/
CC(C)C[C@H](NC(=O)C1CC1)C(=O)N1CCC[C@H]1C(=O)NCc1ccccc1,/,/,-9,/
COC(=O)[C@@]12C[C@@H](CC(=O)NCC3CCCCC3)C(=O)N(Cc3ccccc3)C1=CCC(C)(C)C2,/,/,4,/
CCCCCCCCN1C(=O)[C@@H](CC(=O)N2CCN(C(=O)C3CC3)CC2)C[C@@]2(C(=O)OC)C1=C[C@H](C(C)C)O[C@@H]2C1CC1,/,/,26,/
Cc1ccc(NC(=O)OCCCN2C(=O)CCC23CCC(C)CC3)cc1 (configuration not stated),/,/,11,/
c1ccc(-c2nc3ccccc3nc2-c2ccc(CN3CCC(c4nc5ccccc5[nH]4)CC3)cc2)cc1,/,/,-9,/
COc1ccc(-n2c(SCc3cccc4ccccc34)nnc2-c2ccccc2)cc1,/,/,0,/
CCCC[C@@H]1C(=O)N2N=Cc3cc4ccccc4cc3[C@H]2N2N=Cc3cc4ccccc4cc3[C@@H]12,/,/,25,/
CN(Cc1ccccc1)C(=O)OCc1cn(Cc2c(F)cccc2F)nn1,/,/,-3,/
COc1ccc(S[C@]2(C(=O)NCCc3ccccc3)CC(=O)N[C@@H]2c2ccc(OC)cc2)cc1,/,/,14,/
C=CCN1[C@@H](C)COc2cc(N3CCSCC3)ccc2S1(=O)=O,/,/,13,/
CCC(C)N(C(=O)CNc1nnnn1-c1ccccc1)C(C)CC (configuration not stated),/,/,0,/
CC(=O)N1CCCN(C2=Nc3ccccc3Sc3ccccc32)CC1,/,/,-8,/
COC(=O)[C@]12C[C@H](CC(=O)NCC3CCCCC3)C(=O)N(Cc3ccc(Cl)cc3Cl)C1=C[C@H](C(C)C)O[C@@H]2C1CC1,/,/,25,/

Continued.
SMILES,Rv3671c protease,BioA inh,CCHFV vOTU inh,VHR inh abs
CC1(C)CC(=O)C=C(Nc2ccccc2NC(=O)c2cc(Cl)ccc2F)C1,/,/,-1,/
O=S1(=O)C=CCN1Cc1cn(Cc2cccc(Cl)c2)nn1,/,/,-8,/
O=C(CN1CCc2onc(-c3ccc(-n4cc(C5=CCCCC5)nn4)cc3)c2C1=O)N1CCOCC1,/,/,-4,/
COC(=O)c1cc2c(c3c4cc(C)ccc4n(S(=O)(=O)c4ccc(OC)cc4)c13)C(=O)N(C)C2,/,/,-2,/
C[C@@H]1ON(C)[C@H]2C[C@H]3c4[nH]c5c(-c6ccccc6)cccc5c4CCN3C[C@@H]12,/,/,7,/
O=C(NCCc1c[nH]c2ccccc12)OCc1cn(-c2cccc(Cl)c2)nn1,/,/,5,/
CCc1c(-c2ccc(OC)cc2)ncn1CCc1ccccc1OC,/,/,17,/
Cc1ccccc1CN1CCCCC(NC(=O)c2ccc(F)cc2F)C1=O (configuration not stated),/,/,-1,/
CC(C)C[C@H]1COc2cccc(F)c2S(=O)(=O)N1Cc1cn(Cc2ccc(C(F)(F)F)cc2)nn1,/,/,2,/
COCCN(CCOC)C(=O)[C@@H](Cc1ccccc1)NC(=O)[C@H]1O[C@@H](n2ccc(N)nc2=O)[C@H](O)[C@@H]1O,/,/,-4,/

Part of the list above, field by field:
Cc1ccccc1CN1CCCCC(NC(=O)c2ccc(F)cc2F)C1=O (configuration not stated)
  Rv3671c protease = /
  BioA inh = /
  CCHFV vOTU inh = -1
  VHR inh abs = /
CCc1c(-c2ccc(OC)cc2)ncn1CCc1ccccc1OC
  Rv3671c protease = /
  BioA inh = /
  CCHFV vOTU inh = 17
  VHR inh abs = /
COC(=O)c1cc2c(c3c4cc(C)ccc4n(S(=O)(=O)c4ccc(OC)cc4)c13)C(=O)N(C)C2
  Rv3671c protease = /
  BioA inh = /
  CCHFV vOTU inh = -2
  VHR inh abs = /

Continued.
SMILES,Rv3671c protease,BioA inh,CCHFV vOTU inh,VHR inh abs
COc1ccc2[nH]c3c(c2c1)CCN[C@]31C(=O)N(C)c2ccc(Br)cc21,/,/,2,/
COCCCNC(=O)[C@H]1O[C@@H](n2cnc3c(=O)[nH]c(N)nc32)[C@H](O)[C@@H]1O,/,/,-10,/
CCC(=O)N1CCc2cc(Br)c(S(=O)(=O)NC3CCN(Cc4ccccc4)CC3)cc21,/,/,-8,/
COc1ccc(C(=O)C(=O)N2CCN(S(=O)(=O)c3cccc4c(N(C)C)cccc34)CC2)cc1OC,/,/,-1,/
O=C(NC1CCCCN(Cc2ccc(Cl)cc2)C1=O)c1ccccn1 (configuration not stated),/,/,-4,/
COC(=O)C1CN(Cc2ccc(C)cc2)CCS(=O)(=O)N1Cc1cn(Cc2ccccc2)nn1 (configuration not stated),/,/,1,/
COC(=O)[C@]12CCCCC=C1N(CCc1ccc(OC)c(OC)c1)C(=O)[C@H](CC(=O)NCc1cccc3ccccc13)C2,/,/,3,/
COC(=O)c1cc(-c2cc3ccccc3s2)c(=O)n2c1CCC2,/,/,-16,/
CCCC(C)C(=O)NC1CCCCN(Cc2ccc(C)cc2)C1=O (configuration not stated),/,/,4,/
COC(=O)N1C[C@H](OCc2cn(-c3ccc(OC)cc3)nn2)[C@H]2C[C@@H]1c1ccccc1O2,/,/,7,/
Cc1cccc2nc(-c3ccccc3)c(-c3ccc(CN4CCC(n5cc(-c6ccccc6)[nH]c5=O)CC4)cc3)nc12,/,/,12,/
COC(=O)[C@]12C[C@H](CC(=O)N3CCN(C(=O)C4CC4)CC3)C(=O)N(Cc3cccc4ccccc34)C1=C[C@H](C1CCCC1)O[C@@H]2C,/,/,6,/
CC(C)(C)C(c1nc2ccccc2[nH]1)n1c(-c2cc(Cl)cc(Cl)c2)nc2ccccc21 (configuration not stated),/,/,4,/
Cc1cc(C)cc(C(=O)OCCN2CCN(C3CN(Cc4cn(Cc5ccccc5F)nn4)S(=O)(=O)C3)CC2)c1 (configuration not stated),/,/,1,/
COc1cccc(CNC(=O)CCCN2C(=O)COc3ccc(C)cc32)c1OC,/,/,-6,/
Nc1nc(=O)n([C@@H]2CS[C@H](CO)O2)cc1F,/,/,13,/
CC(C)=CCCC(C)c1cc(C(=O)NCCc2ccc(O)cc2)c(N)s1 (configuration not stated),/,/,16,/
O=C(Cc1ccc(Cl)c(Cl)c1)Nc1ccc(S(=O)(=O)Nc2ccon2)cc1,/,/,19,/
CCOC(=O)N1CCN(C(=O)C[C@H]2C[C@@]3(C(=O)OC)C(=C[C@H](COCc4ccccc4)O[C@@H]3C)N(CCc3ccc(OC)c(OC)c3)C2=O)CC1,/,/,-1,/
O=C(NC1CCCC1)C1(C(=O)C2CC2)CC(c2ccccn2)=NO1 (configuration not stated),/,/,-5,/
CCN(C(=O)CCc1cn(CC)c2ccccc12)c1ccc(Oc2cccnc2)cc1,/,/,31*,/
C[C@@H]1CCCN1c1ccc2c(c1)OCCCN(C1CC1)S2(=O)=O,/,/,4,/
CN1CCCc2nc(-c3ccccc3)ccc21,/,/,-24,/
Nc1ccn([C@@H]2O[C@H](C(=O)N[C@H](Cc3ccccc3)C(=O)N3CCN(CC(=O)N4CCCC4)CC3)[C@@H](O)[C@H]2O)c(=O)n1,/,/,13,/
CC(=O)CC[C@@H]1CC[C@]2(CCCN(C(=O)c3ccc4ccccc4n3)C2)O1,/,/,-1,/
CCOC(=O)[C@@]12CN(C(=O)OC(C)(C)C)CC=C1N(Cc1ccc(OC)cc1)C(=O)[C@H]2CC(=O)NCc1ccccc1,/,/,12,/
O=C(c1ccccc1)N1CCC2CCN(CCc3ccccc3)CC21 (configuration not stated),/,/,24,/
CCN(CC)C(=O)CC[C@H]1CC[C@]2(CCCN(Cc3ccc(OC)cc3)C2)O1,/,/,-3,/
COC(=O)[C@]12C[C@H](CC(=O)N3CCN(C(=O)c4ccco4)CC3)C(=O)N(CCc3ccc(OC)c(OC)c3)C1=C[C@H](COCc1ccccc1)O[C@@H]2C,/,/,6,/
